Rab9 prom act: Rab9 promoter activation | Huh7 Rab9 promoter-luciferase reporter, luminescence, 24 h | Potency, µM (top dose mostly 9.22 µM), without a hit: top-dose activation, negative = inhibition, most hits filed as activators | 320,000 tested, 2.8% active | AID 485297; also: potency is read from the fitted curve at half-maximal effect; % of control where 0% means no effect; nearly all actives have a fitted effect of over 60% in size
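Luminescence read-out: Huh7 cells stably expressing Rab9-luciferase, treated 24 h with compound at 37 °C, then lysed with luciferase reagent for 10 min at ambient before reading.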
KCNH2 3.1 block: blocks the human KCNH2 3.1 channel isoform. 340,000 tested, 0.95% active. U2OS KCNH2 3.1, thallium flux FluxOr; active compounds read low. activity change, % (tested at about 1.8 µM);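 active = maximum activity change below -70%; inconclusive = maximum activity change from -70% to -50%; inactive = maximum activity change above -50%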;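 also: thallium influx rate constant from kinetic fluorescence after stimulation buffer; % is scaled to controls: 0 for no effect and ±100 for the full control effect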
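Normalized rate constant (relative to positive and negative DMSO controls) derived from a 2 min kinetic fluorescence read after stimulation; U2OS cells expressing the 3.1 isoform via virus at 1.77 x 10^8 /mL.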
RORg inh: inhibitors of mouse ROR gamma transcriptional activity; P51450; Drosophila S2 Gal4-RORgamma UAS-luciferase reporter, 20 h; Potency, µM (series often up to 53.6 µM), for the others: at the top dose activity change, negative = inhibition, most hits filed as inhibitors; 310,000 tested, 5.4% active; AID 2551; also: potency is read from the fitted curve at half-maximal effect; % is scaled to controls: 0 for no effect and ±100 for the full control effect; nearly all actives have a fitted effect of over 60% in size
Target sequence (P51450 whole entry, looked up, the tested form may be a part): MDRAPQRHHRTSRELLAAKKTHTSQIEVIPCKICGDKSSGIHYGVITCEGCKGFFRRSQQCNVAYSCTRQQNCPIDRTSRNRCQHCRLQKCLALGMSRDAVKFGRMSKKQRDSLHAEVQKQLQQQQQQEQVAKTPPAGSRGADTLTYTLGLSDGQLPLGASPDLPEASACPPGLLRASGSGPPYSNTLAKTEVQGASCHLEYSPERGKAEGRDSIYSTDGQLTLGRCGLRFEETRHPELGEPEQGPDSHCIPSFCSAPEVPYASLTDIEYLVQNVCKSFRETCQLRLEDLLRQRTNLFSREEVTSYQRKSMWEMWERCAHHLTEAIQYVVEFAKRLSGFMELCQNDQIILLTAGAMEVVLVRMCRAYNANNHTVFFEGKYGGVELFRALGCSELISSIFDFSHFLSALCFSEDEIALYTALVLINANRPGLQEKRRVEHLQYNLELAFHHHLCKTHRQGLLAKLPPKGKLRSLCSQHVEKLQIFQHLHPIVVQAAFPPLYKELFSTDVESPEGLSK
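Drosophila S2 cells stably expressing Gal4-DBD/mouse RORγ fusion under metallothionein promoter plus UAS-luciferase; compound 1 h, then 700 uM CuSO4 induction for 20 h at ambient temperature; inhibition read as reduced luminescence.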
ELG1 DNA repair: blocks ELG1-dependent DNA repair in HEK293T cells. HEK293T ELG1-luciferase reporter, luminescence, 16 h; DNA damage induced by 5-fluorouridine. Potency, µM (doses to about 46.1 µM), inactives show top-dose activity change, negative = inhibition, actives largely listed as inhibitors. 330,000 tested, 2.3% active. AID 504467; also: potency is read from the fitted curve at half-maximal effect; % is scaled to controls: 0 for no effect and ±100 for the full control effect; nearly all actives have a fitted effect of over 55% in size
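Step one: seed 2,000 cells per well. Step two: pin-transfer compound or DMSO alongside 5-fluorouridine. Step three: incubate 16 hr, 37 °C, 5% CO2. Step four: add ONE-Glo, wait 30 min, read luminescence.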
PKM2 act: PKM2 (human) enzyme activation. P14618. purified PKM2, Kinase-Glo ATP luminescence, activation; response scale: 0% is enzyme alone, no compound. Potency, µM (top dose mostly 57.5 µM), for inactives: at the top dose activation, usual class: activators. 260,000 tested, 0.34% active; also: potency is read from the fitted curve at half-maximal effect; % is scaled to controls: 0 for no effect and ±100 for the full control effect; nearly all actives have a fitted effect of over 55% in size
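Purified hPK-M2 (>95% pure) converted ADP (0.1 mM final) to ATP with 0.5 mM PEP in 50 mM imidazole pH7.2, KCl, MgCl2, Tween 20, BSA; 1 h at room temperature. ATP detected by Kinase-Glo luminescence.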
MBNL1 CUG block: MBNL1-poly(CUG) RNA binding inhibition | 280,000 tested, 0.036% active | TR-FRET MBNL1-His/biotin-(CUG)12 binding, 665/545 ratio | Q9NR56 | Potency, µM (series often up to 57.5 µM), inactives show at the top dose activity change, negative = inhibition, usual class: inhibitors; active = well fitted inhibition curve with a large enough effect in the signal ratio, with a control signal flat, not every such curve was filed as active; inconclusive = small, poorly fitted or top-dose-only effect, or effect the other way, or a change in a side signal; inactive = no such curve, though single readings can be large or run the other way; the % refers to the signal ratio; also: potency is read from the fitted curve at half-maximal effect; % is scaled to controls: 0 for no effect and ±100 for the full control effect
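Compound titration spanned 92 nM–58 uM against the MBNL1-His/biotin-(CUG)12 complex. After 60 min at room temperature with 5 nM streptavidin-XL665 and 0.055 ng/ul terbium anti-His, ratiometric 665/545 nm emission (Ex 340 nm) normalized to controls.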
Menin MLL FP TR: menin-MLL binding inhibition, Texas Red mutant peptide | 270,000 tested, 0.23% active | Potency, µM (highest dose often 61.6 µM), for inactives: at the top dose FP activity change, negative = inhibition, actives largely listed as inhibitors | Menin + Texas Red MLL mutant peptide, fluorescence polarization | O00255 | AID 1768; active = well fitted inhibition curve with a large enough effect in the polarisation, with a control signal flat, not every such curve was filed as active; inconclusive = small, poorly fitted or top-dose-only effect, or effect the other way, or a change in a side signal; inactive = no such curve, though single readings can be large or run the other way; the % refers to the polarisation; also: potency is read from the fitted curve at half-maximal effect; % of control where 0% means no effect; many of its hits are not listed in these tables
VP16 counter: inhibits Gal4-VP16 luciferase reporter, ROR gamma counter-screen; Drosophila S2 Gal4-VP16 UAS-luciferase, luminescence, 20 h; Potency, µM (highest dose often 53.6 µM), inactives show at the top dose activity, negative = inhibition, usual class: inhibitors; 310,000 tested, 3.5% active; AID 2546;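 also: Gal4-VP16 expression switched on by copper sulfate through the metallothionein promoter; potency is read from the fitted curve at half-maximal effect; % is scaled to controls: 0 for no effect and ±100 for the full control effect; nearly all actives have a fitted effect of over 50% in size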
NPC1 promoter act: activates the NPC1 promoter; Huh7 NPC1 promoter luciferase reporter, 24 h; Potency, µM (series often up to 9.22 µM), without a hit: at the highest dose activation, actives largely listed as activators; 320,000 tested, 2.4% active;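 also: potency is read from the fitted curve at half-maximal effect; % of control where 0% means no effect; nearly all actives have a fitted effect of over 60% in size; reporter is driven by a mutant NPC1 promoter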
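In 1536-well qHTS, Huh7 cells harboring an NPC1 promoter–luciferase construct received compound for 24 h; activation was quantified by luminescence following luciferase reagent addition.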
Mito fusion act: blocks mitochondrial division or promotes mitochondrial fusion; S. cerevisiae fusion-defective mutant growth rescue, CellTiterGlo 48 h; Potency, µM (top dose mostly 46.1 µM), for the others: at the highest dose growth rescue (activation), actives largely listed as activators; 320,000 tested, 0.23% active; AID 485298;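 also: potency is read from the fitted curve at half-maximal effect; % of control where 0% means no effect; nearly all actives have a fitted effect of over 45% in size; temperature-sensitive fusion mutants such as fzo1-1 at 37 °C on non-fermentable ethanol glycerol medium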
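Temperature-sensitive fusion-defective S. cerevisiae (e.g. fzo1-1, mgm1-5) were grown with compound in YPEG medium (3% ethanol, 3% glycerol) for 48 hours at 37C. Growth rescue was measured as viability by CellTiterGlo luminescence after 10 minutes at ambient.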
FLuc modulator: counter-screen for miR-21 project: firefly luciferase inhibitors or activators | purified FLuc, Km substrates, luminescence inhibition | Potency, µM (titrated, usually from 57.5 µM), without a hit: at the highest dose activity change, negative = inhibition, usual class: inhibitors | 360,000 tested, 6.9% active | P08659;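 also: potency is read from the fitted curve at half-maximal effect; plate controls were vehicle for no effect and reference inhibitor for full effect; nearly all actives have a fitted effect of over 55% in size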
Target sequence (P08659 whole entry, looked up): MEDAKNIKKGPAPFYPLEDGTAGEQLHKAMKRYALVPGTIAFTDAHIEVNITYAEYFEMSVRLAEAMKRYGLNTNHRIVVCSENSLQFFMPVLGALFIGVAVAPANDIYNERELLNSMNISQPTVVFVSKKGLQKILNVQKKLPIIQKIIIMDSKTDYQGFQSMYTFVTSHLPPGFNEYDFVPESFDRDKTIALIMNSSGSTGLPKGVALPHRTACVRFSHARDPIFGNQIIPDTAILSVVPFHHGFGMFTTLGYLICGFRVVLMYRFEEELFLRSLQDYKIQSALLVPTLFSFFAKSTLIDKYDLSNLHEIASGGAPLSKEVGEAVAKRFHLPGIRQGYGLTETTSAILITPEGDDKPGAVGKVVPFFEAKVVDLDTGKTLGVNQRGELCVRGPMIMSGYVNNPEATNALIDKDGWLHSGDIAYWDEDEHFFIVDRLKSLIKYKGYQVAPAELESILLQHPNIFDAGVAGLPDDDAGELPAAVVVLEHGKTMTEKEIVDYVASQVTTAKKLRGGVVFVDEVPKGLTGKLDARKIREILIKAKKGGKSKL
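Biochemical qHTS of compounds, final roughly 60 µM downward over six points, against 10 nM purified firefly luciferase using Km concentrations of substrates (10 uM D-luciferin, 10 uM ATP) in Tris acetate pH 7.5 buffer; luminescence output.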
Starred values were filed as active, the others as inactive; ? = inconclusive; . = no result given; & = joins results of further samples; [ ] = another dose, or the depositor's remark. Unless noted, calls follow the shape of the dose curve; as a rule, active = well fitted curve in the direction sought with a large enough effect; inconclusive = small, poorly fitted or top-dose-only effect, or another doubt; inactive = no such curve, though single readings can be large; an effect the other way counts as inactive or inconclusive. The list is partial, so the mix of outcomes need not match the whole.

SMILES	Rab9 prom act	KCNH2 3.1 block	RORg inh	ELG1 DNA repair	PKM2 act	MBNL1 CUG block	Menin MLL FP TR	VP16 counter	NPC1 promoter act	Mito fusion act	FLuc modulator
Cc1ccc(C)c(NC(=O)c2ccccc2NC(=O)C2CCCO2)c1 (stereo unspecified)	1%	7	19%	10%	0%	-3%	16%	10%	-4%	3%	-4%
Cn1cc(Cl)c(-c2nc3ccccc3[nH]2)n1	3.5µM*	3	0%	?	-2%	-4%	-2%	?	2.5µM*	2%	17µM*
Cc1ccccc1NC(=O)N1CCC(NC(=O)C2CCCCC2)CC1	4%	1	-30%	-7%	-2%	-3%	4%	-12%	1%	3%	-2%
O=C(COC(=O)c1cc(S(=O)(=O)N2CCOCC2)c(Cl)cc1Cl)c1ccc[nH]1	-2%	-14	.	-21%	.	.	.	.	-4%	3%	1%
CCCn1c(SCC(=O)N2CCCC(C)C2)nnc1-c1ccccn1 (stereo unspecified)	-5%	-4	-14%	-1%	-10%	-2%	-19%	3%	0%	?	?
Cc1ccc(OCC(=O)NNC(=O)C2CCN(c3nc(C)cc(C)n3)CC2)cc1	-9%	-9	-1%	14%	-1%	6%	7%	-7%	0%	0%	1%
Fc1ccccc1NC(=S)Nc1ccc(CN2CCOCC2)cc1	-1%	-10	2%	15%	2%	-4%	4%	25%	12%	-1%	0%
CC(C)c1ccc(NC(=S)Nc2cccc3ccccc23)cc1	7%	7	3.5µM*	?	-3%	?	18%	7.1µM*	14%	-12%	?
COc1ccc(OC)c(/C=N/c2oc(-c3ccco3)c(-c3ccco3)c2C#N)c1	10%	3	?	4%	1%	?	-3%	0%	5%	-5%	-10%
CCSC1=N/C(=C/c2ccsc2)C(=O)N1c1ccccc1	-3%	25	43%	-20%	-4%	2%	-18%	-2%	0%	13%	1%
CCSc1ncc(Cl)c(C(=O)Nc2sc3c(c2C(=O)NCc2cccnc2)CCCC3)n1	-2%	12	-8%	-16%	-1%	6%	31%[activator]	-4%	-7%	2%	0%
COc1cccc(-c2ccc(=O)n(CC(=O)Nc3cc4c(cc3NC(C)=O)OCCO4)n2)c1	-2%	22	-9%	-19%	2%	15%	0%	-6%	-8%	-2%	0%
N#CC1=C(N)OC2=C(CC/C2=C\c2ccccc2Cl)C1c1ccccc1Cl (stereo unspecified)	2%	1	-39%	?	-5%	3%	15%	?	-5%	?	-14%
C=CCN(C(=O)Nc1ccc(F)cc1)C1CC(=O)N(c2ccc(OC)cc2)C1=O (stereo unspecified)	-1%	7	7%	17%	-1%	-8%	30%[activator]	-8%	1%	-8%	2%
CCC(=O)N1c2ccccc2-c2nnc(SC)nc2OC1c1ccc(N(C)C)cc1 (stereo unspecified)	-4%	-9	4%	9%	4%	?	-6%	-3%	-1%	-2%	0%
O=C(Nc1ccc(F)cc1)C1CCN(c2nnnn2-c2ccccc2)CC1	0%	-20	16%	?	-6%	0%	5%	-6%	-4%	0%	0%
COc1ccc(CC(=O)Nc2nnc(CC(C)C)s2)cc1S(=O)(=O)N1CCOCC1	-4%	-11	.	-3%	.	.	.	.	-2%	3%	7%
C=CCNC(=O)c1ccc([N+](=O)[O-])c(Cl)c1	-4%	1	16%	17%	1%	?	-2%	-4%	0%	-2%	0%
Cc1ccc(CNCC(O)(c2ccccc2)c2ccc(Cl)cc2)cc1 (stereo unspecified)	1%	.	?	-12%	7%	.	?	?	-2%	1%	2%
CC(C)C(=O)N1CCN(c2ccc(NC(=O)c3cccs3)cc2Cl)CC1	7%	-16	?	12µM*	-1%	16%	6%	?	9%	-1%	?
Cc1ccc(S(=O)(=O)N2CCN(C(=O)Cn3nc(C)c([N+](=O)[O-])c3C)CC2)c(C)c1	1%	7	-1%	12%	2%	-13%	.	-19%	-2%	4%	3%
COC(=O)c1cn(NC(=O)c2cccc(OC)c2)c(=O)c2ccccc12	-2%	15	-5%	-2%	-1%	-7%	4%	-7%	1%	2%	-4%
c1cnc2ncc3sccc3c2c1	1%	3	49%	8%	-10%	-5%[11.5 µM]	-10%	-5%	5%	.	2%
COc1ccc(OC)c(-c2csc(NC(=O)C3c4ccccc4Oc4ccccc43)n2)c1	-6%	-9	-13%	8%	3%	11%	14µM*	5%	-9%	30%	0%
O=C(COC(=O)COc1ccc(Cl)cc1)Nc1ncc(Br)s1	-7%	-19	.	18%	.	.	.	.	-2%	-2%	-2%
CCc1ccc(N2CC(C(=O)Nc3cc(C)ccc3F)CC2=O)cc1 (stereo unspecified)	17%	-5	0%	-3%	-7%	-17%	0%	0%	4%	14%	-5%
COc1ccc(Nc2cc(C)nc(NCc3ccccc3)n2)cc1	-26%	-28	38%	18µM*	-2%	-4%	.	-12%	-11%	8%	-19%
CC(C)CN1CCN(CC#Cc2ccccc2)CC1CCO (stereo unspecified)	-5%	-3	-3%	-10%	3%	-7%	-21%	4%	-2%	-5%	-4%
CC1CCCC(C)N1/N=C/c1ccccc1F (stereo unspecified)	2%	14	-21%	3%	.	7%	4%	3%	-1%	-5%	4%
COc1cc(-c2[nH]ncc2CN(C)Cc2cc(C)[nH]n2)cc(OC)c1OC	2%	-13	-3%	16%	17%	2%	20%	3%	-3%	-3%	1%
O=C(O)c1ccc2c(c1)OCCO2	1%	2	0%	0%	3%	-2%	.	6%	1%	2%	4%
Cc1c(NC(=O)C(C)Sc2nc3ccccc3c(=O)n2CCO)c(=O)n(-c2ccccc2)n1C (stereo unspecified)	4%	-4	-3%	-5%	-3%	-2%	-1%	-5%	-1%	4%	2%
COc1ccccc1CC(NC(C)=O)C(=O)NC1CCN(C(=O)Nc2ccccc2F)CC1 (stereo unspecified)	0%	24	-5%	12%	.	-5%	.	7%	2%	4%	2%
CC(C)c1ccc(CNc2nc3nc4c(c(=O)n3[nH]2)CCC4)cc1	-1%	-7	-3%	10%	-2%	-4%	0%	2%	-9%	-1%	?
COCCN1C(=O)C(=O)/C(=C(/O)c2ccc(S(=O)(=O)N3CCOCC3)cc2)C1c1ccc(O)c(OC)c1 (stereo unspecified)	-4%	14	0%	0%	-8%	11%	4%	3%	-3%	4%	3%
CCN1CCN(S(=O)(=O)c2cccc(S(=O)(=O)N3CCOCC3)c2)CC1	7%	13	7%	8%	17%	-5%	-1%	-12%	0%	5%	3%
CN(C)c1ccc(C(=O)c2ccccc2)cc1	3.2µM*	7	33%	?	-7%	11%	0%	13%	?	0%	11µM*
CC(=O)Nc1cccc(NC(=O)Nc2cccc(F)c2)c1	3%	-12	-9%	18%	-25%	8%	18%	17%	5%	5%	9.5µM*
COC(=O)c1cc2occc2n1Cc1nc(-c2ccccc2F)oc1C	-6%	-4	8%	19%	-2%	2%	.	5%	0%	5%	4%&-1%
CCOc1ccc2nc(NC(=S)N(C)C)sc2c1	0.79µM*	21	1µM*	?	-8%	6%	?	1.8µM*	0.71µM*	4%	1.3µM*
O=C(/C=C/c1ccc2c(c1)OCO2)NCCSCc1ccc(Cl)cc1	-2%	-3	0%	-2%	-2%	-21%	-14%	-3%	-4%	0%	?
Cc1cccc(Oc2c([N+](=O)[O-])c(=O)n(C)c3ccccc23)c1	-2%	9	?	-1%	4%	-1%	-8%	?	-1%	-3%	-3%
COC(=O)C1CCN(C(=O)CCCOc2ccccc2)CC1	2.2µM*	7	-42%	?	3%	-1%	14%	?	?	-5%	4.8µM*
CCCCn1c(SCC(=O)c2ccc3c(c2)NC(=O)CO3)nc2cc(S(N)(=O)=O)ccc21	10%	3	-3%	16µM*	?	318%[activator]	-14%	-1%	1%	1%	1%
COc1ccc(/C(N)=N/OC(=O)CSc2ccc(C)cc2)cc1OC	4%	12	0%	13%	3%	10%	-6%	6%	-4%	2%	-7%
COc1ccc(NC(=S)N2CCN(Cc3ccccc3)CC2)c(OC)c1	1%	13	-3%	-9%	-2%	-5%	?	-1%	1%	0%	-1%
COc1ccc(C2C(C(=O)Nc3ccc(F)cc3)=C(C)Nc3nc(CCCO)nn32)cc1 (stereo unspecified)	2%	0	5%	2%	2%	-3%	0%[11.7 µM]	1%	1%	0%	4%
O=[N+]([O-])c1ccc(COc2cccc(CNc3ccc(F)cc3)c2)cc1	-1%	-6	23%	13%	-5%	29%	?	5%	-5%	29%	1%
